NadD inh: inhibitors of Staphylococcus aureus NadD; purified NadD enzyme, colorimetric absorbance read-out; inhibition, % at 20 µM; 0.78% of 360,000 active; AID 602399; in the data active = inhibition above about 26%; note: some compounds past the cut are filed as inactive
DNMT1 block: inhibitors of human DNMT1; inhibition (reported as % activation of signal), % at 10 µM; P26358; DNMT1 molecular beacon, Hinp1I cleavage, fluorescence; 0.83% of 360,000 active; in the data active = inhibition above about 50%
STEP block: STEP (human) phosphatase inhibition | P54829 | recombinant STEP, OMFP fluorogenic substrate, fluorescence | inhibition, % at 20 µM | 0.25% of 360,000 active | AID 588621;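 active = inhibition at 20 µM, scaled per plate between control wells, above about 37%, limit read from the data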;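 note: 0% = DMSO with enzyme and substrate and 100% = substrate only without enzyme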
Target sequence (P54829 whole entry, looked up): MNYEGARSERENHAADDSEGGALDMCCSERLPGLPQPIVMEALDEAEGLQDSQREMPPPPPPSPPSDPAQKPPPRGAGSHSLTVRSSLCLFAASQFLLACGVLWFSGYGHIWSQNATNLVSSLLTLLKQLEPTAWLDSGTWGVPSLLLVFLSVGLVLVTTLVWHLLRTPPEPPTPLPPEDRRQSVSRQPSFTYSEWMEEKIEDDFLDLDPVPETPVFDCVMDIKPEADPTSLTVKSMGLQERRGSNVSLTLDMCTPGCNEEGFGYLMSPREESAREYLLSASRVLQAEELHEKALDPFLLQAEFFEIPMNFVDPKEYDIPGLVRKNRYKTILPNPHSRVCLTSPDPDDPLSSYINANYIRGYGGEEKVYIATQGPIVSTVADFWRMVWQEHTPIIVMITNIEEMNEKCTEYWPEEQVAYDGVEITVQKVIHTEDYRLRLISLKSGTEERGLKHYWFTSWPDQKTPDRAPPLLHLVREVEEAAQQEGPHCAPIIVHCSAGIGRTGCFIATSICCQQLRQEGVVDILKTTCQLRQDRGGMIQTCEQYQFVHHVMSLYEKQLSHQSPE
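System: STEP phosphatase, cell-free reaction; Buffer or medium: Bis-Tris pH 6.0 buffer with DTT, detergent; Incubation: 20 min at room temperature, dark; Measured by: fluorescence, 480/540 nm.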
Neddylation inh: cullin neddylation inhibition; calls only at 25 µM; 0.58% of 360,000 active; TR-FRET cullin neddylation, biochemical; P61081+Q13564; in the data active = inhibition above about 36%
SUMO1-SIM PPI: alters human SUMO1 binding to SIM partners; AID 602429; P63165; 0.33% of 360,000 active; SUMO1 binding to a labelled peptide, TR-FRET, 1 h; inhibition, % at 20 µM; in the data active = inhibition above about 37%
Target sequence (P63165 whole entry, looked up): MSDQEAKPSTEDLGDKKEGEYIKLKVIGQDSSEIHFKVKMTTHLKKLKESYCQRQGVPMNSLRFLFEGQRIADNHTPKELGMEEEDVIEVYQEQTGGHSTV
Rpn11 block: blocks the human proteasome subunit Rpn11; O00487; human 26S proteasome, Ub4-pepOG fluorescence polarization; 20S core pre-blocked with epoxomicin; 0.59% of 360,000 active; calls only at 20 µM;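 active = inhibition at 20 µM, scaled to each plate's controls, above about 33%, limit read from the data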
Scp-1 inhibitor: blocks human Scp-1 phosphatase activity; Q9GZU7; Recombinant Scp1, phosphopeptide, malachite green phosphate absorbance; inhibition, % at 20 µM; 0.88% of 340,000 active; AID 493091;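 active = inhibition above about 50% at 20 µM, limit read from the data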;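 note: plate controls were DMSO wells with enzyme for no effect and wells lacking enzyme for full effect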
Target sequence (Q9GZU7 76-261 limits assumed): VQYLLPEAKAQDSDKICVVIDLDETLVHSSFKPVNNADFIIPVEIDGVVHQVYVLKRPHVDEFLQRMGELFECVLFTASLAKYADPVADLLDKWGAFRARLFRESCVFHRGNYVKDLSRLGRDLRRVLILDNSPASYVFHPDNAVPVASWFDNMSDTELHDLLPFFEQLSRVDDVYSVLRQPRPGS
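Test system: SCP-1 catalytic domain; Buffer or medium: Acidic Tris acetate buffer with magnesium and detergent; Also added: Phosphorylated 17-residue peptide substrate; Compound: single 20 µM dose, 1% DMSO; Schedule: enzyme reaction 45 min at room temperature, colour 5 min, stabilisation 30 min; Signal: Phosphate-binding colour reagent, absorbance read at 630 nm.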
LMPTP block: blocks human LMPTP phosphatase | 0.22% of 360,000 active | inhibition, % at 20 µM | P24666 | recombinant LMPTP-A, OMFP fluorogenic substrate, fluorescence intensity | AID 651560;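 active = compounds that cut the enzyme signal by at least half of the control window in the single-dose screen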;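 note: plate controls were DMSO wells with enzyme plus substrate for no effect and substrate without enzyme for full effect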
Target sequence (P24666 whole entry, looked up): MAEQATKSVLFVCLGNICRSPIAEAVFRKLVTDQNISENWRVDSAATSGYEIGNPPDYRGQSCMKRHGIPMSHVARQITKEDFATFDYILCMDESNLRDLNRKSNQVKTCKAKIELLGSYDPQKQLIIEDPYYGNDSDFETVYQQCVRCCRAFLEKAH
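Assay system: LMPTP-A phosphatase enzyme | Input: 0.625 nM enzyme | Also added: Fluorogenic phosphatase substrate OMFP at 400 µM final | Compound dosing: One test concentration per compound, 20 µM, with 3% DMSO overall | Schedule: 50 min enzyme reaction at room temperature, protected from light | Signal: Fluorescence intensity | Benchmarks: no-enzyme and uninhibited controls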
CSN inh: CSN deneddylation inhibition | Q92905 | Purified CSN, SCF-Nedd8-OG deneddylation, fluorescence polarization | inhibition, % at 12.5 µM | 0.38% of 360,000 active | AID 651999;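 active = pattern-corrected inhibition above about 35%, with an unprinted fluorescence ratio check between 0.5 and 1.5, limit read from the data, passing the limit was not always enough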;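 note: 0% = enzyme with substrate and 100% = substrate without enzyme; some results filed as inactive read as strong as hits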
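Test system: Human Csn5 produced in HEK293T cells | Compound: 12.5 µM single point | Times: 90 min, room temperature | Signal: Fluorescence polarization readout | Read-out basis: % inhibition of substrate cleavage by Csn5 | Controls: no-enzyme wells high, enzyme-with-substrate wells low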
Rin1-Abl PPI inh: inhibitors of human Rin1-Abl protein interaction; TR-FRET Rin1/Abl binding, biochemical; inhibition, % at 7.35 µM; AID 588664; 0.4% of 360,000 active; in the data active = inhibition above about 5%, passing the limit was not always enough
Active calls of the source: *; i = inactive; . = no result given.

SMILES	NadD inh	DNMT1 block	STEP block	Neddylation inh	SUMO1-SIM PPI	Rpn11 block	Scp-1 inhibitor	LMPTP block	CSN inh	Rin1-Abl PPI inh
COc1ccc(-n2nc(C(=O)NCC(=O)Nc3cccc(Cl)c3)c3ccccc3c2=O)cc1	16	-6	0	i	-135	i	-6	3.8	-1	1
O=S(=O)(c1cccc(Cl)c1)N1CCSc2ccccc21	-26	-1	4	i	9	i	0	1.4	-1	0
COCCCNC(=O)CCc1nc2cccnc2n1Cc1ccc(OC)cc1	-5	-1	0	i	0	i	-2	-2.1	-11	0
CCCCCCCC(=O)NC1=NC(=O)C(C)(C)S1	-9	-2	1	i	-2	i	-1	-2.4	1	-2
CC1CC(N(C(=O)c2ccco2)c2ccccc2)c2ccccc2N1C(=O)c1ccco1 (stereo not given)	2	-1	0	i	5	i	8	0.6	6	6
O=C(Nc1ccc2c(c1)CCO2)Nc1nnc([C@H]2C[C@H](O)[C@@H](CO)O2)s1	-6	12	1	i	-2	i	.	-0.1	3	-1
CCOc1ccccc1OCCCC(=O)N(CC)CC(=O)Nc1c(F)cccc1F	1	2	4	i	20	i	-3	-0.4	2	-2
CC(=O)C(Cc1ccccc1)NC(=O)CN(C)Cc1ccccc1Cl (stereo not given)	6	-1	-2	i	6	i	-4	0.5	0	2
CC(C)c1ccc(C(=O)NCCCN2CCOCC2)cc1	-5	2	-2	i	3	i	-13	-6.0	2	1
Clc1cccc(Cc2c(-c3cccc(Cl)c3)nc3ccc(Br)cn23)c1	16	-3	3	i	-4	i	.	3.5	2	-21
COc1ccc(CNC(=O)CCNS(=O)(=O)c2ccc(C)cc2)cc1	-8	3	-1	i	2	i	-3	0.4	-1	0
O=C(NCCc1ccc(F)cc1)NC12CC3CC(CC(C3)C1)C2	-4	0	12	i	4	i	-2	0.7	0	0
CS(=O)(=O)N1CCCCC1CCN1CCCCC1 (stereo not given)	-3	3	-1	i	5	i	5	0.4	-1	3
O=C(COC(=O)CNC(=O)c1ccc(Br)cc1)NCCC1=CCCCC1	-9	-2	0	i	0	i	-3	-0.3	1	3
O=C(CSc1nc2ccccc2[nH]1)N1CCCCC1	-2	5	0	i	-2	i	6	-0.9	0	1
COc1ccc(NC(=O)Cn2c(=O)n(CC(=O)NCc3ccco3)c(=O)c3ccccc32)cc1	2	-1	-2	i	0	i	1	0.7	2	-4
Cc1ccc(F)cc1NCC(=O)Nc1ccc(Cl)cc1F	-6	-2	-4	i	-1	i	-1	0.6	-5	2
CSc1nc(N)nc(-c2cccs2)c1C#N	-1	19	-3	i	0	i	-12	0.6	-4	-4
O=S(=O)(NCc1ccc(F)cc1)c1cc(Br)ccc1Br	-4	2	-3	i	2	i	-8	2.4	0	5
O=c1[nH]cnc2c1sc1nc3c(c(-c4ccc(Cl)cc4)c12)CCC3	10	-3	2	i	23	i	-10	-0.9	1	-66
Cc1ccc(N(Cc2ccco2)C(=O)c2cccc(S(=O)(=O)N(C)C)c2)cc1	-6	1	-3	i	5	i	1	-1.7	4	-2
COc1ccccc1CNC(=O)CSc1ncc(C(=O)Nc2ccccc2)c(=O)n1C	-8	4	3	i	-62	i	-2	0.1	-2	-1
COc1ccc(C)cc1-n1nnnc1SCc1nc2ccccc2c(=O)[nH]1	-7	0	0	i	-2	i	-9	-2.8	-1	0
CCOC(=O)CCCSc1nc2sc3c(c2c(=O)[nH]1)CCC3	-4	-3	-6	i	3	i	-2	-2.6	-5	-2
CCNC(=O)CN(CCc1ccccc1)S(=O)(=O)c1ccc(OC)cc1	-7	-6	0	i	2	i	-5	-1.1	-5	-1
CCCCNC(=O)NNC(=O)c1ccoc1C	2	-2	-4	i	-3	i	-2	0.1	1	-5
COc1ccc(NC(C)=O)cc1S(=O)(=O)Nc1ccccc1C(=O)NCCc1ccccc1	-6	8	22	i	3	i	17	3.4	0	0
CN(c1ccc(Br)cc1)S(=O)(=O)c1ccc2[nH]cc(C(=O)NCCN3CCOCC3)c(=O)c2c1	-4	-4	2	i	4	i	-2	-0.4	5	0
CN(C)S(=O)(=O)N1CCN(CC(=O)Nc2ccc(Br)cc2)CC1	-5	-5	1	i	-4	i	-4	-2.8	4	-3
CCN(C(=O)Cc1cccs1)c1nnc(-c2cc(OC)c(OC)c(OC)c2)s1	-11	-6	-1	i	-6	i	-8	3.7	-1	-1
COc1c(Cl)cnn(-c2ccccc2)c1=O	-2	2	-3	i	-1	i	3	-1.8	-12	0
CN(C)S(=O)(=O)c1cc(NC(=O)c2cc(=O)c3ccccc3o2)ccc1Cl	2	-3	0	i	-15	i	-8	0.8	-1	4
Cc1ccc(N2C(=O)C3C4C=CC(CNC(=S)Nc5ccc(F)cc5)(O4)C3C2=O)cc1 (stereo not given)	0	-3	-1	i	0	i	-4	-1.2	1	-2
Cc1ccn(C(=O)c2ccc(NC(=O)C3CCCCC3)cc2)n1	11	3	-2	i	2	i	-5	1.4	-4	0
C=C1C(=O)[C@]23C[C@H]1CCC2[C@]1(C)CCC[C@@](C)(C(=O)O)C1C[C@@H]3O (stereo not given in full)	-5	1	0	i	10	i	.	-1.9	3	-1
COc1ccc(C(=O)NCC(=O)NCc2ccncc2)cc1	-4	1	-4	i	4	i	-3	-0.1	1	0
COc1cc(NC(=O)c2cc(C)no2)cc(OC)c1OC	-4	-1	0	i	1	i	-5	-0.4	-3	-2
COc1ccc(C2=NS(=O)(=O)N(C)C(C(=O)NC3CCCCC3)=C2)cc1	-6	0	1	i	-22	i	-4	-1.1	-1	-1
O=C(CN1C(=O)NC2(CCSC2)C1=O)N1CCN(c2ccc(F)cc2)CC1 (stereo not given)	14	-13	2	i	-3	i	6	-0.1	3	-4
O=C(COC(=O)c1cc([N+](=O)[O-])ccc1N1CCOCC1)Nc1ccccc1OC(F)F	-9	2	0	i	-32	i	-4	0.8	2	-4

Looked up by structure from the list above (two):
SMILES	NadD inh	DNMT1 block	STEP block	Neddylation inh	SUMO1-SIM PPI	Rpn11 block	Scp-1 inhibitor	LMPTP block	CSN inh	Rin1-Abl PPI inh
COc1ccc(C2=NS(=O)(=O)N(C)C(C(=O)NC3CCCCC3)=C2)cc1	-6	0	1	i	-22	i	-4	-1.1	-1	-1
COc1ccccc1CNC(=O)CSc1ncc(C(=O)Nc2ccccc2)c(=O)n1C	-8	4	3	i	-62	i	-2	0.1	-2	-1

Reformatted in CSV form: part of the list above
compound,NadD inh,DNMT1 block,STEP block,Neddylation inh,SUMO1-SIM PPI,Rpn11 block,Scp-1 inhibitor,LMPTP block,CSN inh,Rin1-Abl PPI inh
CCOC(=O)CCCSc1nc2sc3c(c2c(=O)[nH]1)CCC3,-4,-3,-6,i,3,i,-2,-2.6,-5,-2
CCNC(=O)CN(CCc1ccccc1)S(=O)(=O)c1ccc(OC)cc1,-7,-6,0,i,2,i,-5,-1.1,-5,-1
CCCCNC(=O)NNC(=O)c1ccoc1C,2,-2,-4,i,-3,i,-2,0.1,1,-5
COc1ccc(NC(C)=O)cc1S(=O)(=O)Nc1ccccc1C(=O)NCCc1ccccc1,-6,8,22,i,3,i,17,3.4,0,0
CN(c1ccc(Br)cc1)S(=O)(=O)c1ccc2[nH]cc(C(=O)NCCN3CCOCC3)c(=O)c2c1,-4,-4,2,i,4,i,-2,-0.4,5,0
CN(C)S(=O)(=O)N1CCN(CC(=O)Nc2ccc(Br)cc2)CC1,-5,-5,1,i,-4,i,-4,-2.8,4,-3
CCN(C(=O)Cc1cccs1)c1nnc(-c2cc(OC)c(OC)c(OC)c2)s1,-11,-6,-1,i,-6,i,-8,3.7,-1,-1
COc1c(Cl)cnn(-c2ccccc2)c1=O,-2,2,-3,i,-1,i,3,-1.8,-12,0
CN(C)S(=O)(=O)c1cc(NC(=O)c2cc(=O)c3ccccc3o2)ccc1Cl,2,-3,0,i,-15,i,-8,0.8,-1,4
Cc1ccc(N2C(=O)C3C4C=CC(CNC(=S)Nc5ccc(F)cc5)(O4)C3C2=O)cc1 (stereo not given),0,-3,-1,i,0,i,-4,-1.2,1,-2
Cc1ccn(C(=O)c2ccc(NC(=O)C3CCCCC3)cc2)n1,11,3,-2,i,2,i,-5,1.4,-4,0
C=C1C(=O)[C@]23C[C@H]1CCC2[C@]1(C)CCC[C@@](C)(C(=O)O)C1C[C@@H]3O (stereo not given in full),-5,1,0,i,10,i,.,-1.9,3,-1
COc1ccc(C(=O)NCC(=O)NCc2ccncc2)cc1,-4,1,-4,i,4,i,-3,-0.1,1,0
COc1cc(NC(=O)c2cc(C)no2)cc(OC)c1OC,-4,-1,0,i,1,i,-5,-0.4,-3,-2
COc1ccc(C2=NS(=O)(=O)N(C)C(C(=O)NC3CCCCC3)=C2)cc1,-6,0,1,i,-22,i,-4,-1.1,-1,-1
O=C(CN1C(=O)NC2(CCSC2)C1=O)N1CCN(c2ccc(F)cc2)CC1 (stereo not given),14,-13,2,i,-3,i,6,-0.1,3,-4
O=C(COC(=O)c1cc([N+](=O)[O-])ccc1N1CCOCC1)Nc1ccccc1OC(F)F,-9,2,0,i,-32,i,-4,0.8,2,-4

Other results:
SMILES	NadD inh	DNMT1 block	STEP block	Neddylation inh	SUMO1-SIM PPI	Rpn11 block	Scp-1 inhibitor	LMPTP block	CSN inh	Rin1-Abl PPI inh
O=C(CSc1nnc(C2CC2)n1CC1CCCO1)Nc1ccc(Cl)cc1 (stereo not given)	-4	2	4	i	2	i	-3	0.9	2	-1
NC(=O)CC1SC(N)=NC1=O (stereo not given)	-4	-3	2	i	1	i	0	-1.2	-3	0
COc1ccc(/C=C2\Oc3cc(OCC(=O)N4CC(O)C[C@H]4C(=O)O)ccc3C2=O)c(OC)c1OC (stereo not given in full)	-2	0	-2	i	-15	i	15	0.2	6	-3
Nc1cc(OC(=O)c2cccs2)nn1S(=O)(=O)c1ccccc1	-10	3	-3	i	6	i	-14	-0.3	8	-1
CCN1CCN(C2=C(NS(=O)(=O)c3ccc(Br)cc3)C(=O)c3ccccc3C2=O)CC1	6	-7	2	i	-19	i	0	-0.6	0	-10
COc1cccc(C(=O)Nc2ccc(N3CCN(S(C)(=O)=O)CC3)cc2)c1	2	1	-1	i	-6	i	-8	0.5	3	0
Cc1ccc(N2C(=O)c3ccccc3C2Nc2ccc(S(=O)(=O)N3CCOCC3)cc2)nc1 (stereo not given)	2	1	0	i	1	i	-5	-1.0	4	4
COc1ccc(NC(=O)CSc2nc3c(c(=O)n2-c2ccccc2OC)SCC3)cc1	-1	1	2	i	-13	i	-8	0.0	7	-4
CCOc1ccc(NC(=O)NCc2ccco2)cc1	-2	-1	2	i	0	i	-3	-3.3	0	-1
O=S(=O)(Cc1ccccc1)Nc1ccc(S(=O)(=O)NCC2CCCO2)cc1 (stereo not given)	-2	10	-6	i	1	i	-4	-1.0	-4	0
Cc1cc(C)nc(SC(C)CNS(=O)(=O)c2ccccc2)n1 (stereo not given)	-5	-3	2	i	2	i	-5	-0.6	-5	1
CCn1c(=O)c(CCC(=O)NCCN2CCOCC2)c(C)c2c(C)nn(-c3cccc(C)c3)c21	-13	-5	0	.	5	i	-6	0.3	1	5
Cc1cccc(C(=O)NC2CC3CCCC(C2)N3Cc2ccccc2)c1 (stereo not given)	-5	3	4	i	-2	i	11	-2.3	3	1

High-throughput results as filed in PubChem.
